BAZ2B inh: inhibitors of human BAZ2B bromodomain; 360,000 tested, 4.4% active; Q9UIF8; AID 504333; AlphaScreen BAZ2B-H3K14Ac peptide displacement; Potency, µM (series often up to 114 µM), without a hit: at the highest dose activity change, negative = inhibition, hits mostly inhibitors; further: on the % scale 0 is the no-effect control and ±100 the full control effect; nearly all actives have a fitted effect of over 60% in size
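Compounds, titrated to a top concentration of 110 uM, were incubated 30 min at room temperature with preformed BAZ2B/acetyl-K14 H3 peptide complex (50 nM each). Proximity signal was measured by AlphaScreen after 20 min with beads.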
JMJD2A Tudor inh: JMJD2A Tudor domain (human) inhibition. O75164. AlphaScreen JMJD2A-Tudor / H3K4me3 peptide binding. Potency, µM (doses to about 114 µM), for inactives: at the top dose activity change, negative = inhibition, hits mostly inhibitors. 390,000 tested, 4.4% active. AID 504339; further: on the % scale 0 is the no-effect control and ±100 the full control effect; nearly all actives have a fitted effect of over 50% in size
G9a inh: G9a (human) methyltransferase inhibition. Q96KQ7. G9a H3K9 monomethylation, AlphaScreen, 2 h. Potency, µM (highest dose often 102 µM), for the others: at the highest dose activity, negative = inhibition, actives largely listed as inhibitors. 350,000 tested, 8.8% active; further: on the % scale 0 is the no-effect control and ±100 the full control effect; nearly all actives have a fitted effect of over 75% in size
Target sequence (Q96KQ7 913-1193 limits assumed): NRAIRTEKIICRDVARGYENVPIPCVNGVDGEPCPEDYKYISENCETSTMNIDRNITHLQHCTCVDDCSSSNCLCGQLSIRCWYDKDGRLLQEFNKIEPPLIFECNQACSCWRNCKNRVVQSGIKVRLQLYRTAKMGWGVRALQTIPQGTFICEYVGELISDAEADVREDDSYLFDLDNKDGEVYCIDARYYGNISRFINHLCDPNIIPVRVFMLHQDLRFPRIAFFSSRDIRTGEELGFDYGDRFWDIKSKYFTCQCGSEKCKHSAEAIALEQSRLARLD
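AlphaScreen read-out: biotin-H3K9 peptide (500 nM) methylation by 20 nM enzyme with 20 uM SAM, 2 h at room temperature after 15 min compound preincubation; anti-monomethyl H3K9 antibody plus donor/acceptor beads, 10 min dark.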
Tb PGK inh: blocks T. brucei phosphoglycerate kinase. P07378. Potency, µM (doses to about 57.5 µM), for the others: at the highest dose activity change, negative = inhibition, usual class: inhibitors. 380,000 tested, 0.043% active. PGK/GAPDH coupled, Kinase-Glo luminescence, 60 min; further: on the % scale 0 is the no-effect control and ±100 the full control effect; nearly all actives have a fitted effect of over 60% in size
Target sequence (P07378 whole entry, looked up): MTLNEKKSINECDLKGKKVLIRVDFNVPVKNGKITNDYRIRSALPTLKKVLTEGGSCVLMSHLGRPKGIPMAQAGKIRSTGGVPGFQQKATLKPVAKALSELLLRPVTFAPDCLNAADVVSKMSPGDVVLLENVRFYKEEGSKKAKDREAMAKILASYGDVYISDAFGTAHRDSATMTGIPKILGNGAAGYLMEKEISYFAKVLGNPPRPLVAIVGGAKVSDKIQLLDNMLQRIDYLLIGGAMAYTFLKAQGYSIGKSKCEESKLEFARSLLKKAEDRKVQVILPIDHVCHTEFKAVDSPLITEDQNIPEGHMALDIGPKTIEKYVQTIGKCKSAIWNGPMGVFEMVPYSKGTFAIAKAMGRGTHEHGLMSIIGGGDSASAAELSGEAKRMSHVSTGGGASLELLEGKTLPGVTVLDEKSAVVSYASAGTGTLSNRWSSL
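Recombinant glycosomal PGK reaction used 1,3-bisphosphoglycerate generated in-well by GAPDH (100nM final) in 100mM TEA pH 7.6, 5mM MgCl2, 0.01% Tween-20. After 60 minutes at room temperature, ATP was read by Kinase-Glo Plus luminescence end-point.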
GLS inhibitor: glutaminase GLS (human) inhibition | 410,000 tested, 0.21% active | Potency, µM (top dose mostly 45.5 µM), for inactives: at the top dose activity change, negative = inhibition, actives largely listed as inhibitors | O94925 | GLS enzymatic activity, qHTS titration | AID 624170; further: on the % scale 0 is the no-effect control and ±100 the full control effect
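Glutamate formation by hKGA was monitored fluorometrically using coupled glutamate oxidase, HRP and Amplex Red. Substrate was added as 1 mM L-glutamine solution; incubation was 30 min at RT after an initial read.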
HP1b binding inh: inhibitors of HP1-beta chromodomain binding to methylated histone tails. 390,000 tested, 0.56% active. Potency, µM (top dose mostly 114 µM), for inactives: at the top dose activity change, negative = inhibition, hits mostly inhibitors. AlphaScreen HP1-beta / biotin-H3K9me3 peptide binding; further: nearly all actives have a fitted effect of over 70% in size; inactives centre near 23
Target sequence (P83916 whole entry, looked up): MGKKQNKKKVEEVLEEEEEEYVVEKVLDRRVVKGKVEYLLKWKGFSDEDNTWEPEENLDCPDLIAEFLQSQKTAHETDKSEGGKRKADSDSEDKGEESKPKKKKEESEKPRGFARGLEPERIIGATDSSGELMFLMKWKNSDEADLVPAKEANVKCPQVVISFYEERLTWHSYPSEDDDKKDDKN
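AlphaScreen: HP1-beta (50 nM) preformed 30 min with biotin-H3(1-18)K9me3 peptide (50 nM) in PBS pH 7.4, 0.01% Tween-20. Compound added for 30 min at RT, then streptavidin donor/nickel chelate acceptor beads (10 ug/mL) for 30 min.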
POLI inh: DNA polymerase iota (human) inhibition; Pol iota fluorescent replication assay, 10 min; Potency, µM (series often up to 115 µM), for the others: top-dose activity, negative = inhibition, usual class: inhibitors; 390,000 tested, 1% active; AID 588590
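Pol iota at 10 nM preincubated 15 min with compounds at room temperature; reaction started with fluorescent substrate, 50 nM final. Fluorescence read kinetically at 0 and 10 min; buffer-only wells as negative control.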
BLM helicase inh: Bloom syndrome helicase (human) inhibition; P54132; recombinant BLM DNA unwinding, fluorescence dequenching; Potency, µM (doses to about 56.1 µM), for the others: top-dose activity change, negative = inhibition, usual class: inhibitors; 350,000 tested, 0.2% active; AID 2528;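 further: plate controls were vehicle for no effect and no enzyme for full effect; nearly all actives have a fitted effect of over 35% in size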
Pin1 inh: human Pin1 inhibition | Q13526 | AID 504891 | Pin1 FP peptide displacement, HiFluor488, 10 min | 390,000 tested, 0.009% active | Potency, µM (doses to about 115 µM), inactives show at the top dose activity, negative = inhibition, hits mostly inhibitors; active means well fitted inhibition curve with a large enough effect in the polarisation, with a control signal flat, not every such curve was filed as active; inconclusive means small, poorly fitted or top-dose-only effect, or effect the other way, or a change in a side signal; inactive means no such curve, though single readings can be large or run the other way; the % refers to the polarisation; further: on the % scale 0 is the no-effect control and ±100 the full control effect
* hit, by the source's call; [ ] = remark or other dose. Unless noted, the call rests on the fitted dose curve; in most records, active means well fitted curve in the direction sought with a large enough effect; inconclusive means small, poorly fitted or top-dose-only effect, or another doubt; inactive means no such curve, though single readings can be large; an effect the other way counts as inactive or inconclusive. Potency means the concentration at half of the fitted maximal effect. Only part of the results is shown (hit frequency here may not be typical).

How did Cc1cccc(C)c1NC(=O)CNC(=O)C1COc2ccccc2O1 (configuration not stated) do in these assays?
BAZ2B inh: 1.7%; JMJD2A Tudor inh: -4.5%; G9a inh: 17.6%[12.7 µM]; Tb PGK inh: -1.3%; GLS inhibitor: -0.9%; HP1b binding inh: 37.3%[activator]; POLI inh: 40.1%; Pin1 inh: 4.2%

Results for COc1ccc(/C(C)=C2/SC(=S)N(CCC(=O)O)C2=O)cc1 ?
BAZ2B inh: inconclusive; JMJD2A Tudor inh: inconclusive; G9a inh: -18.0%; Tb PGK inh: -7.8%; GLS inhibitor: 5.1%; HP1b binding inh: -23.8%; POLI inh: inconclusive; BLM helicase inh: -12.3%

How did CCOC(=O)C1(C(=O)OCC)COC(=O)C2(CC)OC21 (configuration not stated) do in these assays?
JMJD2A Tudor inh: -7.6%; Tb PGK inh: 6.1%; GLS inhibitor: 6.7%; HP1b binding inh: 37.9%; POLI inh: 17.6%; Pin1 inh: 2.9%

Results for CN(c1ccccc1)S(=O)(=O)c1cc(C(=O)Nc2ccccc2N2CCOCC2)ccc1Cl ?
JMJD2A Tudor inh: 8.7%; Tb PGK inh: -7.1%; GLS inhibitor: 0.0%; HP1b binding inh: 60.0%[activator]; POLI inh: -15.7%; Pin1 inh: 4.7%

Results for O=c1cc(CSc2nnc(C3CC3)n2Cc2ccccc2)nc2sccn12 ?
JMJD2A Tudor inh: -11.1%; G9a inh: -39.0%; Tb PGK inh: inactive; GLS inhibitor: -0.6%; HP1b binding inh: 93.0%[activator]; POLI inh: 21.5%; BLM helicase inh: 4.1%; Pin1 inh: inconclusive

How did O=C(Nn1c(-c2ccccc2)nc2ccccc2c1=O)c1ccc([N+](=O)[O-])cc1 do in these assays?
BAZ2B inh: -7.6%; JMJD2A Tudor inh: -1.4%; G9a inh: -13.6%[59 µM]; Tb PGK inh: -4.6%; GLS inhibitor: -0.4%; HP1b binding inh: inconclusive; POLI inh: 10.6%; BLM helicase inh: 3.9%; Pin1 inh: 0.8%

What do the screens show for `Cc1ccc(F)c(C2C3C=CCC(c4ccccc4)C3C(=O)N2Cc2ccccc2)c1` (configuration not stated)?
JMJD2A Tudor inh: -12.4%; HP1b binding inh: 4.6%; POLI inh: -11.2%; BLM helicase inh: -6.1%; Pin1 inh: 9.4%

What do the screens show for `CC(C)CCNC(=O)CN1C(=O)COc2ccc(S(=O)(=O)N3CCOCC3)cc21`?
BAZ2B inh: -3.6%; JMJD2A Tudor inh: 4.7%; G9a inh: 1.9%[59 µM]; Tb PGK inh: -0.1%; GLS inhibitor: -16.5%; HP1b binding inh: 24.2%; POLI inh: 18.7%; BLM helicase inh: 0.1%; Pin1 inh: -0.6%

What do the screens show for `C/C(Cc1ccccc1)=N\NC(=O)CNC(=O)Cc1ccccc1`?
BAZ2B inh: -1.3%; JMJD2A Tudor inh: 8.6%; Tb PGK inh: 2.3%; GLS inhibitor: 0.5%; HP1b binding inh: 42.7%[activator]; POLI inh: 122.5%[activator]; BLM helicase inh: -4.8%; Pin1 inh: 2.6%

How did Nc1n[nH]c(N)c1N=Nc1ccc(F)cc1 do in these assays?
BAZ2B inh: inconclusive; JMJD2A Tudor inh: inconclusive; G9a inh: -4.3%; Tb PGK inh: -6.4%; GLS inhibitor: 12.4%; HP1b binding inh: 21.2%; POLI inh: 1.0%; BLM helicase inh: -1.8%; Pin1 inh: 8.2%

How did CCOC(=O)C1=C(O)/C(=C/c2ccc(OCC(=O)O)c(OC)c2)SC1=Nc1ccc(OC)cc1 do in these assays?
BAZ2B inh: inconclusive; JMJD2A Tudor inh: -27.9%; G9a inh: 19.7%[59 µM]; Tb PGK inh: -0.9%; GLS inhibitor: 3.8%; HP1b binding inh: -2.4%; POLI inh: 2.9%; BLM helicase inh: -7.4%; Pin1 inh: inconclusive

How did COc1ccc(C(C(=O)NC2CCCC2)N(C(=O)c2ccoc2C)c2ccc(C)c(C)c2)cc1 (configuration not stated) do in these assays?
BAZ2B inh: -25.3%; JMJD2A Tudor inh: -34.0%; G9a inh: -11.8%[59 µM]; Tb PGK inh: -4.5%; GLS inhibitor: 3.1%; HP1b binding inh: 4.3%; POLI inh: 5.8%; BLM helicase inh: -7.9%; Pin1 inh: -10.8%

Results for O=c1c2ccccc2nc2n1C(CSCc1ccc(Cl)cc1Cl)CS2 (configuration not stated) ?
BAZ2B inh: -27.8%; JMJD2A Tudor inh: -19.0%; G9a inh: inconclusive; Tb PGK inh: 0.1%; GLS inhibitor: -1.2%; HP1b binding inh: 32.5%; POLI inh: 13.0%; BLM helicase inh: 2.7%; Pin1 inh: inconclusive

What do the screens show for `CC(=O)Nc1c(O)nc(SCc2ccccc2C#N)[nH]c1=O`?
BAZ2B inh: -3.6%; JMJD2A Tudor inh: -9.7%; G9a inh: 20.2%[59 µM]; Tb PGK inh: -2.3%; GLS inhibitor: 30.5%; HP1b binding inh: 35.6%; POLI inh: 18.6%; BLM helicase inh: 3.9%; Pin1 inh: 1.8%

How did CCNC(=O)Cn1nc(C)n2c(cc3c(OC)cccc32)c1=O do in these assays?
BAZ2B inh: -2.0%; JMJD2A Tudor inh: -14.2%; G9a inh: 11.3%[59 µM]; Tb PGK inh: inactive; GLS inhibitor: -10.5%; HP1b binding inh: 21.8%; POLI inh: 2.2%; BLM helicase inh: -2.8%; Pin1 inh: 0.4%

What do the screens show for `O=S(=O)(CCS(=O)(=O)c1ccccc1)c1ccccc1`?
JMJD2A Tudor inh: -3.4%; Tb PGK inh: -3.1%; GLS inhibitor: -1.3%; HP1b binding inh: 20.6%; POLI inh: 26.4%; Pin1 inh: 0.2%

Results for CC(C)c1nnc(NC(=O)C2CCN(C(=O)Nc3ccccc3)CC2)s1 ?
BAZ2B inh: -17.3%; JMJD2A Tudor inh: -1.4%; G9a inh: -3.9%; Tb PGK inh: -6.5%; GLS inhibitor: -24.2%; HP1b binding inh: 60.3%[activator]; POLI inh: 18.3%; BLM helicase inh: -1.1%; Pin1 inh: 5.5%

Results for Cc1ccc(-c2nnn(CC(=O)NC3CCN(Cc4ccccc4)CC3)n2)cc1 ?
BAZ2B inh: -14.7%; JMJD2A Tudor inh: -14.7%; G9a inh: 2.4%[59 µM]; Tb PGK inh: -6.7%; GLS inhibitor: 0.7%; HP1b binding inh: 12.0%; POLI inh: 9.6%; BLM helicase inh: -5.5%; Pin1 inh: -1.3%

Results for C/C(=N/NS(=O)(=O)c1cc(C)ccc1C)c1ccncc1 ?
BAZ2B inh: -13.5%; JMJD2A Tudor inh: -16.7%; G9a inh: 39.8µM*; Tb PGK inh: -7.7%; GLS inhibitor: 10.3%; HP1b binding inh: 53.1%[activator]; POLI inh: 54.1%[activator]; BLM helicase inh: -6.0%; Pin1 inh: -8.5%

What do the screens show for `Cn1c(=O)n(C)c2cc(S(=O)(=O)NCC(=O)O)ccc21`?
BAZ2B inh: -27.9%; JMJD2A Tudor inh: -19.9%; G9a inh: -22.9%; Tb PGK inh: 7.3%; GLS inhibitor: 0.0%; HP1b binding inh: 15.5%; POLI inh: 55.4%[activator]; BLM helicase inh: 0.7%; Pin1 inh: -16.1%

How did O=C(OCc1nnc(-c2ccccc2)o1)c1ccc(S(=O)(=O)NCc2ccco2)cc1 do in these assays?
BAZ2B inh: 79.4µM*; JMJD2A Tudor inh: 79.4µM*; G9a inh: 9.2%[12.7 µM]; Tb PGK inh: -0.3%; GLS inhibitor: -7.5%; HP1b binding inh: inconclusive; POLI inh: inconclusive; BLM helicase inh: -12.5%; Pin1 inh: -7.2%

How did Cc1ccc(S(=O)(=O)N2CCCC(C(=O)NC3CCCC3)C2)cc1 (configuration not stated) do in these assays?
BAZ2B inh: 0.5%; JMJD2A Tudor inh: 0.0%; G9a inh: 20.5%; Tb PGK inh: -1.1%; GLS inhibitor: 6.4%; HP1b binding inh: 8.1%; POLI inh: 28.8%; BLM helicase inh: -1.1%; Pin1 inh: -9.7%

How did COc1ccccc1N1CCN(C2CCCN(C(=O)CCc3cnn(C)c3)C2)CC1 (configuration not stated) do in these assays?
BAZ2B inh: 9.6%; JMJD2A Tudor inh: 0.0%; G9a inh: 83.7%[activator]; Tb PGK inh: inactive; GLS inhibitor: -3.5%; HP1b binding inh: 28.9%; POLI inh: 48.0%[activator]; BLM helicase inh: -3.8%; Pin1 inh: -4.2%

Results for O=S(=O)(c1cccs1)n1nnc2ccccc21 ?
BAZ2B inh: -3.0%; JMJD2A Tudor inh: -26.1%; G9a inh: -9.7%; Tb PGK inh: -3.0%; GLS inhibitor: 3.3%; HP1b binding inh: 27.2%; POLI inh: -20.0%; BLM helicase inh: -2.8%; Pin1 inh: -1.0%

Results for C=CCn1c(P(=O)(O)c2ccccc2)nc2ccccc21 ?
BAZ2B inh: inconclusive; JMJD2A Tudor inh: -5.3%[57.1 µM]; G9a inh: inconclusive; Tb PGK inh: 7.7%; GLS inhibitor: 0.3%; HP1b binding inh: 50.3%[activator]; POLI inh: 0.0%; BLM helicase inh: -0.6%; Pin1 inh: inconclusive

What do the screens show for `CCCC(=O)N1CCN(c2ccc(NC(=O)c3cc4ccccc4o3)cc2)CC1`?
BAZ2B inh: 0.6%; JMJD2A Tudor inh: -26.1%; G9a inh: 5.3%; Tb PGK inh: -0.5%; GLS inhibitor: 20.1%; HP1b binding inh: -4.4%; POLI inh: 13.4%; BLM helicase inh: -2.2%; Pin1 inh: -5.3%

Results for O=C1c2ccccc2CN1Cc1ccccc1 ?
BAZ2B inh: -2.0%; JMJD2A Tudor inh: -2.3%; G9a inh: inconclusive; Tb PGK inh: -5.9%; GLS inhibitor: -5.1%; HP1b binding inh: 79.4%[activator]; POLI inh: 8.0%; BLM helicase inh: -0.5%; Pin1 inh: -7.2%
